GLA spleen mod: inhibits or activates alpha-galactosidase in human spleen homogenate. 0.008% of 240,000 active. human spleen homogenate, 4MU-alpha-Gal fluorescence, 40 min. AID 2107. Potency, µM (top dose mostly 80 µM), for the others: top-dose activity change, negative = inhibition, actives largely listed as inhibitors. P06280;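 note: potency is the fitted concentration of half-maximal effect; 0% = enzyme with vehicle and -100% = no enzyme basal signal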
Target sequence (P06280 32-429 limits assumed): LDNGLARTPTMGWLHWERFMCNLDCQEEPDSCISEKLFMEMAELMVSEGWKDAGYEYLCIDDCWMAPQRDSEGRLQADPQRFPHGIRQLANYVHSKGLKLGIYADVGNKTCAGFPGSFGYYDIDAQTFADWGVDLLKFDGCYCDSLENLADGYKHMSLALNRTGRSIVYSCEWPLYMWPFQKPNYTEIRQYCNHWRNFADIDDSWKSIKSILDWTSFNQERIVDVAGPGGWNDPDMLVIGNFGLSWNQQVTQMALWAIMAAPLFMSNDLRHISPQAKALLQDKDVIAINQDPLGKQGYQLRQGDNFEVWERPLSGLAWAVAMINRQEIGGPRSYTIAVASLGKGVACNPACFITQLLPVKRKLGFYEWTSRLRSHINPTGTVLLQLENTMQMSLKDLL
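Inhibition or activation of alpha-galactosidase in human spleen homogenate is scored by 4-MU fluorescence after 40 min at 37C, pH 5.0, with 1 mM substrate. AC50s come from concentration-response fitted to the Hill equation.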
KinaseGlo FLuc: Kinase-Glo luciferase inhibition (counter-screen) | AID 1379 | Q27757 | Kinase-Glo luciferase, ATP luminescence, 8 min | 0.28% of 200,000 active | Potency, µM (top dose mostly 38.3 µM), without a hit: at the top dose activity change, negative = inhibition, actives largely listed as inhibitors; note: potency is the fitted concentration of half-maximal effect; % is set by controls: 0 for no effect and ±100 for the full control effect; nearly all actives have a fitted effect of over 60% in size
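Inhibition of Kinase-Glo luciferase light generation was assessed at 10 uM ATP in pH 7.2 imidazole buffer, with luminescence measured after eight minutes at ambient temperature.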
LMNA splice mod: modulators of lamin A splicing; 0.01% of 200,000 active; AID 1487; HeLa LMNA splicing GFP/RFP minigene ratio, 48 h; Potency, µM (doses to about 46.1 µM), for inactives: at the top dose ratio change, negative = inhibition, actives largely listed as inhibitors; active = well fitted inhibition curve with a large enough effect in the signal ratio, with a control signal flat, not every such curve was filed as active; inconclusive = small, poorly fitted or top-dose-only effect, or effect the other way, or a change in a side signal; the % refers to the signal ratio; note: potency is the fitted concentration of half-maximal effect; % is set by controls: 0 for no effect and ±100 for the full control effect
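S3 HeLa cells stably expressing lamin A-EGFP splicing minigene plus DsRed2, 600 cells/well, 48 h compound exposure at 37C. Laser-scanning cytometry; analysed as GFP (500-530 nm)/RFP (575-640 nm) total intensity ratio; 0.5% DMSO vehicle.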
IMPase Li inh: cell-permeable IMPase inhibitors with lithium potentiation; CHO-M1 cells, IP1 TR-FRET (IP-One), carbachol + lithium; Potency, µM (top dose mostly 59.4 µM), inactives show at the highest dose activity, negative = IMPase inhibition, actives largely listed as inhibitors; 0.35% of 210,000 active;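 note: IP1 builds up when IMPase is blocked and the TR-FRET signal falls; potency is the fitted concentration of half-maximal effect; plate controls were basal vehicle for no effect and high inhibitor control for full effect; nearly all actives have a fitted effect of over 50% in size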
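Lithium-sensitised IP1 accumulation assay; M1-expressing CHO cells treated 30 min at 37C with compound. Competitive antibody detection by time-resolved FRET followed a 10 min room-temperature lysis step.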
Epigenetic derep: derepresses silenced GFP reporter in murine cells; murine LDR cells, GFP reporter derepression, 30 h; 0.2% of 280,000 active; Potency, µM (top dose mostly 53.9 µM), for the others: at the top dose GFP activation, usual class: activators; AID 1865; note: potency is the fitted concentration of half-maximal effect; % of control where 0% means no effect; nearly all actives have a fitted effect of over 60% in size
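In this reporter-derepression format, murine cells bearing a silenced integrated CMV-GFP locus incubate with test compound (30 h, 37 C), then are washed and imaged; fluorescent objects of 20–120 um count as induced cells.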
CBFb RUNX1 block: inhibitors of human CBF-beta and RUNX1 interaction. 230,000 tested, under 10 active. Q01196+Q13951. Potency, µM (highest dose often 59.8 µM), without a hit: at the top dose activity, negative = inhibition, most hits filed as inhibitors. AlphaScreen CBFb-His/RUNX1-biotin binding, biochemical; note: % of control where 0% means no effect
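His-tagged CBF-beta and biotinylated RUNX1 (30 nM each) were premixed 20 min at room temperature, exposed to compound for 15 min, then given nickel-chelate and streptavidin AlphaScreen beads (50 ng each). After 90 min, AlphaScreen signal was read.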
NPSR antag: neuropeptide S receptor (human) antagonism, cAMP. CHO-NPSR cells, cAMP TR-FRET, antagonist mode. Potency, µM (doses to about 38.3 µM), for the others: at the highest dose activity change, negative = inhibition, usual class: inhibitors. 1% of 220,000 active. AID 1461; note: potency is the fitted concentration of half-maximal effect; % is set by controls: 0 for no effect and ±100 for the full control effect; nearly all actives have a fitted effect of over 50% in size; many of its hits are not listed in these tables
Target sequence (Q6W5P4 whole entry, looked up): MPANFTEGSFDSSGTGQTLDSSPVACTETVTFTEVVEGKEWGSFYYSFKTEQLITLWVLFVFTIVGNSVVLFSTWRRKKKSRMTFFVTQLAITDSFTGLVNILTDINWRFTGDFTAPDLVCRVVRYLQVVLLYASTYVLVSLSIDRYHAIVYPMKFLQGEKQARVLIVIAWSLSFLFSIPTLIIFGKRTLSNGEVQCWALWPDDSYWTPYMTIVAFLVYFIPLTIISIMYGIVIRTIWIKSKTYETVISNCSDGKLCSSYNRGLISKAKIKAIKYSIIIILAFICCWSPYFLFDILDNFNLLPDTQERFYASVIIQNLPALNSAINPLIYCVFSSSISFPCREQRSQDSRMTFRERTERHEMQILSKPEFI
Starred values were filed as active, the others as inactive; ? = inconclusive; nt = not tested or not shown; & = joins results of further samples; [ ] = remark or other dose. Unless noted, calls come from the whole dose curve; as a rule, active = well fitted curve in the direction sought with a large enough effect; inconclusive = small, poorly fitted or top-dose-only effect, or another doubt; inactive = no such curve, though single readings can be large; an effect the other way counts as inactive or inconclusive.

nr	canonical_smiles	GLA spleen mod	KinaseGlo FLuc	LMNA splice mod	IMPase Li inh
1	CCOc1ccccc1C(=O)NCC(=O)O	5%	8%	?	nt
2	Cc1ccc(S(=O)(=O)N2CCN(C(=O)CSc3nc4ccccc4o3)C2)cc1	13%	-1%	?	-1%[38.3 µM]
3	CN(c1ccccc1C(=O)NCc1ccccn1)S(C)(=O)=O	-1%	-1%	?	19%[38.3 µM]
4	COc1ccc(C(CC(=O)O)NC(=O)c2ccccc2[N+](=O)[O-])cc1 (stereo not given)	10%	nt	nt	-3%
5	CCOc1ncccc1C(=O)OCC(=O)c1cccc(Br)c1	-4%	2%	nt	7%
6	Cc1cc(-c2ccccc2)[nH]c(=O)c1S(=O)(=O)c1ccccc1	25%	-5%	1%	-3%[38.3 µM]
7	Cc1cc(C)c2c(C)[nH]nc2n1	10%	nt	nt	nt
8	CCOc1ccc(NC(=O)CN(C)c2ccc(S(=O)(=O)N(C(C)C)C(C)C)cn2)cc1OCC	11%	2%	9%	-16%[38.3 µM]

nr	Epigenetic derep	CBFb RUNX1 block	NPSR antag
1	-1.5%	20%	-17%
2	0.0%	2%	-25%[46.1 µM]
3	1.8%	5%	22%[46.1 µM]
4	-1.2%	9%	-12%
5	-5.3%	8%	-3%
6	-1.3%	-2%	-9%[46.1 µM]
7	7.2%	2%	5%
8	-0.7%	5%	-16%[46.1 µM]

Next section; it opens with the two that closed the last part.
nr	canonical_smiles	GLA spleen mod	KinaseGlo FLuc	LMNA splice mod	IMPase Li inh
7	Cc1cc(C)c2c(C)[nH]nc2n1	10%	nt	nt	nt
8	CCOc1ccc(NC(=O)CN(C)c2ccc(S(=O)(=O)N(C(C)C)C(C)C)cn2)cc1OCC	11%	2%	9%	-16%[38.3 µM]
9	O=C1CC(N2CCN(C3CC(=O)N(CCc4ccccc4)C3=O)CC2)C(=O)N1CCc1ccccc1 (stereo not given)	4%	5%	-7%	8%[38.3 µM]
10	COc1cc2c(cc1OC)C(c1cccc([N+](=O)[O-])c1)N(C(=O)c1ccccc1C(=O)O)CC2 (stereo not given)	0%	5%	?	1%
11	Cc1ccccc1/C=C/c1cc[n+](C)cc1	-16%	-2%	nt	1%
12	CCCSc1nc(O)c(C(c2ccc(OC)c(O)c2)c2c(O)nc(SCCC)n(C)c2=O)c(=O)n1C	-21%	2%	11%	2%
13	N#C/C(=C(/O)COC(=O)c1cccnc1Cl)c1nc2ccccc2[nH]1	1%	1%	-13%[46 µM]	1%
14	O=Nc1ccc(NO)cc1	-2%	nt	nt	32%[activator]
15	CCOc1cc(NC(=S)NCCCN(C)C)c(OCC)cc1NC(=O)c1cccs1	2%	-1%	-6%	3%
16	CCSc1nc(C)nc2c1oc1ccccc12	-3%	0%	2%	28%[38.3 µM]

nr	Epigenetic derep	CBFb RUNX1 block	NPSR antag
7	7.2%	2%	5%
8	-0.7%	5%	-16%[46.1 µM]
9	-1.0%	6%	3%[46.1 µM]
10	-1.9%	1%	11%
11	4.9%	-17%	-13%
12	1.0%	9%	-49%
13	-0.2%	-8%	3%
14	nt	11%[21.7 µM]	nt
15	1.0%	4%	9%
16	0.0%	9%	-9%[46.1 µM]

The list goes on.
nr	canonical_smiles	GLA spleen mod	KinaseGlo FLuc	LMNA splice mod	IMPase Li inh
17	COc1cccc(Cl)c1NC(=O)N1CCN(c2ccnc3cc(Cl)ccc23)CC1	6%	nt	nt	nt
18	O=C(CSc1nc2ccccc2o1)c1ccccc1	-8%	-4%	-6%	-1%
19	Cc1cccc(CN2CCc3c(OCC(=O)NCc4ccco4)cccc3C2=O)c1	5%	-1%	-10%	11%
20	CC(C)(C)c1ccc(CN2CCN([C@H](c3ccccc3)c3ccc(Cl)cc3)CC2)cc1	nt	-7%[7.66 µM]	?	4%
21	NC(CCCCCP(=O)(c1ccccc1)c1ccccc1)C(=O)O (stereo not given)	-14%	nt	nt	nt
22	CCC(=O)Nc1nc2cc(OC)ccc2s1	-1%	4%	6%	-10%[38.3 µM]
23	Cc1ccc(C(=O)Cn2nnc3ccccc32)cc1[N+](=O)[O-]	-7%	nt	nt	nt
24	CCCCc1nn2c(N)c(/C=C3\C=Nc4ccccc43)c(=O)nc2s1	8%	-4%	13%	2%

nr	Epigenetic derep	CBFb RUNX1 block	NPSR antag
17	-1.8%	1%	-49%
18	7.0%	0%	-18%[46.1 µM]
19	0.0%	1%	-29%
20	nt	nt	nt
21	3.4%	2%	-18%
22	-1.0%	-1%	-2%[46.1 µM]
23	-0.4%	4%	37%
24	1.3%	2%	-14%

Further compounds
nr	canonical_smiles	GLA spleen mod	KinaseGlo FLuc	LMNA splice mod	IMPase Li inh
25	O=C(Nc1nc(-c2ccc(Cl)cc2Cl)cs1)C1CCCO1 (stereo not given)	2%	1%	?	6%
26	C/C(=N/NC(N)=S)c1ccccc1[N+](=O)[O-]	4%	-2%	2%	-4%[38.3 µM]
27	CC(NC(=O)C1CCCN1C(=O)OCc1ccccc1)c1ccccc1 (stereo not given)	0%	2%	nt	3%
28	c1ccc(-n2ncc3c(N4CCC5(CC4)OCCO5)ncnc32)cc1	6%	-3%	5%	17%[38.3 µM]
29	CC1(CC(=O)N/N=C/c2ccc(-c3ccc(Cl)cc3)o2)OCCO1	1%	-3%	-13%	-4%
30	CCOc1cc(NC(=O)C2CCCO2)c(OCC)cc1NC(C)=O (stereo not given)	-3%	-4%	14%	6%[38.3 µM]
31	CCOc1c2ccc(C(=O)NCCCCc3ccccc3)cc2nn1CC	?	4%	11%	4%[38.3 µM]
32	COc1ccc(NC2=NC3(CCCCC3)N=C(N)N2)cc1	-1%	-1%	1%	8%[38.3 µM]

nr	Epigenetic derep	CBFb RUNX1 block	NPSR antag
25	1.1%	8%	-5%
26	-0.2%	4%	0%[46.1 µM]
27	-2.2%	5%	-1%
28	0.1%	8%	-7%[46.1 µM]
29	-1.0%	-7%	-1%
30	0.0%	7%	-7%[46.1 µM]
31	0.0%	1%	-11%[46.1 µM]
32	2.5%	8%	1%[46.1 µM]

Next section.
nr	canonical_smiles	GLA spleen mod	KinaseGlo FLuc	LMNA splice mod	IMPase Li inh
33	CCOC(=O)c1ccccc1NC(=O)c1ccc(NS(C)(=O)=O)cc1	-3%	0%	-10%	21%[38.3 µM]
34	COc1ccc(NC(=S)N/N=C/c2cccn2Cc2ccc(F)cc2)cc1	7%	1%	1%[46 µM]	28%
35	CCC(=O)O[C@H]1C(O[C@@H]2C(C)[C@H](O[C@H]3C[C@@](C)(OC)C(O)C(C)O3)C(C)C(=O)OC(CC)[C@@](C)(O)C(O)[C@H](C)C(=O)C(C)C[C@]2(C)O)OC(C)CC1N(C)C (stereo not given in full)	10%	-3%	nt	27%
36	CN=C(NC)SC1CC(=O)N(c2ccccc2)C1=O (stereo not given)	-6%	-1%	4%	2%[38.3 µM]
37	COC(=O)c1sccc1N/C=C(\C#N)S(=O)(=O)C(C)(C)C	-8%	nt	25%[46 µM]	nt
38	CCOc1cccc(CNc2ccc(O)cc2)c1OCc1ccccc1Cl	5%	1%	-7%	13%
39	C=CCn1cnc2c(c1=O)c1nc3ccccc3nc1n2/N=C/c1cc(OC)c(OC)c(OC)c1	-2%	-1%	-14%	7%[38.3 µM]
40	COc1ccc(-n2cccc2/C=C2\C(=N)N3N=C(c4ccco4)SC3=NC2=O)cc1	4%	2%	16%[9.22 µM]	-8%

nr	Epigenetic derep	CBFb RUNX1 block	NPSR antag
33	-12%	11%	-19%[46.1 µM]
34	10%	-2%	-33%
35	?	9%	nt
36	0.8%	1%	-1%[46.1 µM]
37	0.0%	3%	47%
38	-1.0%&-1.0%	-8%	-56%
39	0.5%	13%	-19%[7.67 µM]
40	-1.4%	?	-23%

Remaining list, next part
nr	canonical_smiles	GLA spleen mod	KinaseGlo FLuc	LMNA splice mod	IMPase Li inh
41	Cc1cnc(N)c2c(=O)oc3ccccc3c12	12%	-4%	-10%	-2%[38.3 µM]
42	CC1CCN(CCCNC(=O)c2ccc(CS(=O)(=O)Cc3ccccc3F)o2)CC1	8%	3%	-10%	9%
43	O=c1c(-c2cc(F)cc(F)c2)nc2cnc(N3CCNCC3)nc2n1Cc1cccs1	3%	-2%	nt	7%
44	CCOC(=O)C1CCN(S(=O)(=O)c2cc(Cl)c(C)cc2OC)CC1	3%	3%	7%	13%[38.3 µM]
45	CC(=O)N1CCC2(CC1)CCN(C(=O)Nc1cccc(C#N)c1)CC2	2%	-3%	nt	-5%
46	Cc1ccc(C)c(NC(=O)C(=O)NCc2ccccn2)c1	-3%	-4%	-1%	1%
47	O=C(NCc1ccccc1Cl)c1cnccn1	5%	-2%	5%	-9%[38.3 µM]
48	Brc1ccc(-c2cnco2)cc1	-9%	-7%	nt	4%

nr	Epigenetic derep	CBFb RUNX1 block	NPSR antag
41	-1.1%	3%	7%[46.1 µM]
42	-0.1%	0%	15%
43	nt	nt	nt
44	-0.8%	5%	-7%[46.1 µM]
45	nt	nt	nt
46	0.0%	7%	18%
47	-1.2%	-2%	-3%[46.1 µM]
48	0.5%	1%	-23%

The list continues:
nr	canonical_smiles	GLA spleen mod	KinaseGlo FLuc	LMNA splice mod	IMPase Li inh
49	Cc1ccc(S(=O)(=O)NCCSCc2ccco2)cc1	7%	0%	?	4%
50	Cc1cccc(CC2CC(=O)N(CCc3ccc4c(c3)OCO4)C2=O)c1 (stereo not given)	-1%	-7%	13%[46 µM]	8%
51	COc1cc(OC)c(C2N(c3ccc(Cl)cc3)C(=O)C3CCCN32)cc1OC (stereo not given)	8%	3%	-3%	11%[38.3 µM]
52	COc1cc(C(=O)NCc2ccc(C(=O)NCC(OC)OC)cc2)cc(OC)c1OC	4%	-3%	nt	1%
53	COc1cc(/C=C2/NC(=O)N(Cc3ccccc3F)C2=O)ccc1O	-5%	nt	nt	-5%
54	COc1ccc(N2CC(C(=O)N/N=C/c3ccc(C)cc3)CC2=O)cc1 (stereo not given)	-7%	2%	-6%[46 µM]	5%

nr	Epigenetic derep	CBFb RUNX1 block	NPSR antag
49	0.9%	1%	5%
50	3.1%	7%	21%
51	0.8%	2%	-2%[46.1 µM]
52	2.2%	5%	49%
53	-1.3%	-2%	-23%
54	-6.4%	6%	1%

Reprinted at random: two compounds from above.
nr	canonical_smiles	GLA spleen mod	KinaseGlo FLuc	LMNA splice mod	IMPase Li inh
52	COc1cc(C(=O)NCc2ccc(C(=O)NCC(OC)OC)cc2)cc(OC)c1OC	4%	-3%	nt	1%
54	COc1ccc(N2CC(C(=O)N/N=C/c3ccc(C)cc3)CC2=O)cc1 (stereo not given)	-7%	2%	-6%[46 µM]	5%

nr	Epigenetic derep	CBFb RUNX1 block	NPSR antag
52	2.2%	5%	49%
54	-6.4%	6%	1%

Screening results deposited in PubChem BioAssay by National Center for Advancing Translational Sciences (NCATS).

Some of the compounds tested; rates above refer to the full screens.
